Screens from PubChem.
yeast mlh1 rad18 – NCI yeast anticancer drug screen, S. cerevisiae mlh1 rad18 strain; 79,000 compounds, 11% hits; % growth inhibition at 50 µM;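 further: 0% = growth of vehicle-only cultures of the same strain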
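Steps: expose repair-defective yeast to compound; measure growth; express inhibition against vehicle-treated controls.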
cln2 rad14 – NCI yeast anticancer drug screen, S. cerevisiae cln2 rad14 strain; growth inhibition, % at 50 µM; 78,000 compounds, 8.3% hits; AID 165, 2004;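 further: 0% = growth of vehicle-only cultures of the same strain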
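Yeast strain cln2 rad14, bearing defects in cell cycle control and DNA repair, serves as the test system; values reflect growth inhibition compared with vehicle.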
yeast sgs1 mgt1 – NCI yeast anticancer drug screen, S. cerevisiae sgs1 mgt1 strain. 78,000 compounds, 10% hits. AID 161, 2004. growth inhibition, % at 50 µM;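 further: 0% = growth of vehicle-only cultures of the same strain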
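This yeast growth screen uses a strain with defined DNA-repair lesions; compound-treated growth is compared with vehicle-treated growth.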
yeast rad50 – NCI yeast anticancer drug screen, S. cerevisiae rad50 strain. growth inhibition, % at 50 µM. 79,000 compounds, 10% hits. AID 155, 2004;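 further: 0% = growth of vehicle-only cultures of the same strain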
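Readout: growth inhibition relative to vehicle-treated cultures. Compound exposure was carried out in a genetically defined yeast strain deficient in DNA damage repair.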
yeast bub3 – NCI yeast anticancer drug screen, S. cerevisiae bub3 mutant strain; growth inhibition, % at 50 µM; 78,000 compounds, 9.9% hits; AID 167, 2004;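 further: 0% = growth of vehicle-only cultures of the same strain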
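In this screen, a yeast mutant lacking normal mitotic checkpoint function is challenged with compound. Relative growth versus vehicle gives the inhibition value.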
yeast mec2-1 – NCI yeast anticancer drug screen, S. cerevisiae mec2-1 strain; AID 157, 2004; 79,000 compounds, 9% hits; % growth inhibition at 50 µM;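 further: 0% = growth of vehicle-only cultures of the same strain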
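Yeast mec2-1 mutant treated with compound. Readout: growth inhibition vs vehicle controls.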
* hit, by the source's call; . = no result given; & = joins results of further samples. No stated cut-off is given here; in the data, active means growth inhibition above about 70%; inactive means the rest.

The first 6 entries as a preview:
Fields – yeast mlh1 rad18, cln2 rad14, yeast sgs1 mgt1, yeast rad50, yeast bub3, yeast mec2-1
1: CN(C)c1ccc(/C=N/NC(=O)c2ccccc2NC(=O)C2CC2)cc1
→ 27, -19, 27, -11, 25, 1
2: Cc1ccc2c(c1)[nH]c(=S)n2C=C1C(=O)CC(C)(C)CC1=O
→ -9, 9, -34, -40, -22, -63
3: CCc1n[nH]c(=O)n1N1C(=O)C2CCCCC2C1=O (stereo not given)
→ -26, 6, 35, 16, 3, -20
4: CC1(C)OC2C(C(=O)O)OC(n3cnc4c(N)ncnc43)C2O1 (stereo not given)
→ -1, -2, -10, -3, -22, -12
5: CCCCCCCCCCCCSC(=S)c1c(C)[nH]n(-c2ccccc2)c1=O
→ 16, 38, 34, 30, 29, 25
6: CCCCCCOC(=O)c1ccccc1Cl
→ 34, -17, -3, 6, 26, 9

The list itself, repeating the preview:
Fields – yeast mlh1 rad18, cln2 rad14, yeast sgs1 mgt1, yeast rad50, yeast bub3, yeast mec2-1
1: CN(C)c1ccc(/C=N/NC(=O)c2ccccc2NC(=O)C2CC2)cc1
→ 27, -19, 27, -11, 25, 1
2: Cc1ccc2c(c1)[nH]c(=S)n2C=C1C(=O)CC(C)(C)CC1=O
→ -9, 9, -34, -40, -22, -63
3: CCc1n[nH]c(=O)n1N1C(=O)C2CCCCC2C1=O (stereo not given)
→ -26, 6, 35, 16, 3, -20
4: CC1(C)OC2C(C(=O)O)OC(n3cnc4c(N)ncnc43)C2O1 (stereo not given)
→ -1, -2, -10, -3, -22, -12
5: CCCCCCCCCCCCSC(=S)c1c(C)[nH]n(-c2ccccc2)c1=O
→ 16, 38, 34, 30, 29, 25
6: CCCCCCOC(=O)c1ccccc1Cl
→ 34, -17, -3, 6, 26, 9
7: COc1ccc(/C=C(\NC(=O)c2ccccc2)C(=O)NN(C)c2ccnc3cc(Cl)ccc23)cc1OC
→ 87*, 55, 73*, 86*, 90*, 29
8: CC(O)C(O)C(O)C1OC1=O (stereo not given)
→ -1, -43, 1, 1, -9, -10
9: CCC(C)NC(=O)c1ccccc1C (stereo not given)
→ 0, -10, -3, 6, 8, -3
10: N#CNC1=NC(C(=O)O)CC(=O)N1CCc1c[nH]c2ccccc12 (stereo not given)
→ -32, 2, -53, -40, -23, -21
11: BrC/C=C/C[P+](c1ccccc1)(c1ccccc1)c1ccccc1
→ 88*, 88*, 92*, 90*, 89*, 93*
12: Cn1c(=O)c2c(ncn2C2C(=O)NNC2=O)n(C)c1=O
→ 1, 2, -17, -7, 8, -8
13: O=C(CCl)Nc1ccc(C(=O)N/N=C/c2ccc(Cl)cc2)cc1
→ -28, 7, -22, -9, -14, -33
14: OCC(O)C(O)C(O)C(O)C(O)CO (stereo not given)
→ 10&22&10, -1&-9&-45, 25&21&17, 21&8&1, 37&-3&18, -10&6&0
15: C1=CCN(c2nc(N3CCOCC3)nc(N3CCCc4ccccc43)n2)CC1
→ -16, -5, 0, -17, 7, -33
16: O=C(O)CNc1ccccc1.[Cu+2]
→ -16, 7, -52, -39, -36, -28
17: CCCCOC(=O)c1ccc(NC(=O)CCC(C)Cl)cc1 (stereo not given)
→ 7, -22, -2, -16, 17, 13
18: CC1CCCC(OC(=O)Nc2ccccc2)C1 (stereo not given)
→ -7, -16, -6, 2, -20, -15
19: N#CSCc1ccc(Cl)c(CSC#N)c1
→ 99*, 98*, 99*, 99*, 99*, 99*
20: CCCCOCCOC(=O)CCCCCC1C=CCCC1 (stereo not given)
→ 5, -19, 9, 11, -8, 8
21: Cc1cc(C)n(-c2ccc([N+](=O)[O-])cn2)n1
→ 5, -8, -1, 5, 10, 12
22: Cc1cccc(C)c1NC(=S)N/C=C(\C#N)C(N)=O
→ -49, -22, -25, -53, -9, -72
23: COc1ccc2c(c1O)Oc1c(O)ccc3c1C(C2)N(C)CC3 (stereo not given)
→ 4, 13, -3, 13, -2, -17
24: CC(O)C(NC(=O)C(CCCN)NC(=O)C(CC(O)CN=C(N)N)NC(=O)C(N)CCCN=C(N)N)C(=O)NC(CCCN)C(=O)NC(CC(O)CN=C(N)N)C(=O)NC(Cc1ccc(O)cc1)C(=O)O (stereo not given) (tested in a mixture with another compound)
→ 38, 8, 20, 40, 28, -3
25: NC(=S)N/N=C/c1cc([N+](=O)[O-])ccc1Cl
→ 10, ., ., 11, ., -10
26: OC1(c2ccccc2)c2ccccc2C(O)(c2ccccc2)c2cc3c(cc21)CCCC3 (stereo not given)
→ 97*, 98*, 98*, 97*, 96*, 97*
27: CCN1C(SC)=NC(=O)C1(c1ccc(C)cc1)c1ccc(C)cc1
→ 15, -31, 6, 5, -4, 2
28: CCOc1ccc(N=c2ssc(SC)c2-c2ccccc2)cc1
→ 20, ., ., 3, ., -11
29: O=S(=O)(O)CCO
→ 28&2, 16&19, 10&21, -2&14, -4&0, -9&-8
30: COC(=O)N1NC(C(C(=O)O)N2C(=O)c3ccccc3C2=O)SC1(C)C (stereo not given)
→ 33, -13, -8, 15, 16, 5
31: O=C1c2c(O)cccc2-c2nn(CCNCCO)c3ccc(NCCNCCO)c1c23
→ ., -7, 7, 77*, -19, 20
32: CC(=O)OCCOCNC(=S)N/N=C(\C)c1cnccn1
→ 62, 61, 73*, 73*, 75*, 60
33: CC1CNC(=S)O1 (stereo not given)
→ -17, -7, 5, -18, -32, -16
34: CCCC(=O)OCC1OC2OC(C)(C)OC2C2OC(C)(C)OC12 (stereo not given)
→ -6, 9, 11, -4, 16, -3
35: COC1OC2COCOC2C(OC(C)=O)C1OC(C)=O (stereo not given)
→ 14, -15, 17, 5, 12, 13
36: O=C1CC(O)C2C(=O)c3c(c(Cl)c4ccccc4c3O)C(=O)C2C1 (stereo not given)
→ 20, 5, 10, 12, 4, 12
37: COC(=O)C(C)CN1CCCCC1 (stereo not given)
→ 20, -6, 22, 20, 32, 6
38: Cc1ccc2cccc(Br)c2c1
→ 35, 3, 30, 28, 11, 10
39: N#CC(N)=NC1CCC(C2CCC(O)CC2)CC1 (stereo not given)
→ 11, -1, -6, 7, 16, 2
40: COC(=O)C(=[N+]=[N-])C(=O)c1ccccc1I
→ -15, -20, 7, -2, -29, -8
41: COc1ccc(-c2c(C(=O)O)[nH]c3ccccc23)cc1
→ 99*, 98*, 98*, 97*, 96*, 98*
42: Brc1cccc(-c2nnc(-c3ccccc3)o2)c1
→ -12, -42, -8, -4, 0, -12
43: CC(CCNC(=O)c1ccccc1)(CCNC(=O)c1ccccc1)[N+](=O)[O-]
→ -5, -10, -12, -14, -13, -8
44: Cc1nc2nn(C)cc2c(=O)n1/N=C/c1ccccc1
→ -37, -6, -50, -19, -4, -36
45: CCCCCC(C)O (stereo not given)
→ 13, 16, 6, -4, 2, -13
46: COC(=O)c1[nH]c(=O)c(C#N)c(C(=O)OC)c1C(=O)/C=C/c1ccccc1
→ 20, 26, 23, 9, 6, 8
47: c1cc(NNc2cccc(-c3nn[nH]n3)c2)cc(-c2nn[nH]n2)c1
→ 11, -20, -17, -25, -6, -23
48: O=S(=O)(c1ccc(O)cc1)c1ccc(Cl)cc1
→ 48, 49, 80*, 44, 56, 81*
49: CN(C)S(=O)(=O)c1ccc(NC(=O)OC2CCCCCCC2)cc1
→ 4, 48, 4, 11, 29, 1
50: COc1ccccc1C(=O)Nc1ccc(Cl)c(C(=O)OC(C)C)c1
→ 29, 59, 71*, -2, 73*, 22
51: CN(C)c1ccc(N=Nc2ccc3c4c(cccc24)-c2ccccc2-3)cc1
→ 97*, 96*, 97*, 97*, 97*, 98*
52: CC(=O)N(C(C)=O)c1ncc(-n2nc(-c3ccccc3)cc2-c2ccccc2)c(-c2ccccc2)n1
→ -23, -20, -3, 1, -15, -6
53: Nc1[nH]nc(Nc2cccc(Cl)c2Cl)c1C(=O)c1cccs1
→ -21, -6, -8, -36, -28, -45
54: O=CN(c1ccccc1)c1ccccc1
→ -24, -15, -3, 4, -5, -2
55: N#CC(CCCCl)(c1ccccc1)c1ccccc1
→ 92*, 42, 88*, 87*, 67, 84*
56: CN1CCC(O)(C(=O)c2ccccc2)CC1
→ -4, -6, -8, -19, -3, 1
57: O=c1[nH]c2nccnc2c2c([N+](=O)[O-])cccc12
→ 15, 33, 16, -32, -1, 5
58: CC1CN(C=O)CCN1C=O (stereo not given)
→ -11, 8, -12, -30, -21, -43
59: O=S(=O)(O)c1ccc(-c2ccccc2)cc1
→ -5, ., ., 0, ., -16
60: CCN1C2=NC(=O)N(C)C(=O)C2(Cl)C(C(SC)S(=O)(=O)c2ccc(C)cc2)c2ccccc21 (stereo not given)
→ 85*, 90*, 82*, 88*, 90*, 86*

(list continues)
Fields – yeast mlh1 rad18, cln2 rad14, yeast sgs1 mgt1, yeast rad50, yeast bub3, yeast mec2-1
61: CC(=O)c1ccc(OC(=O)Nc2ccc(C)cc2)cc1
→ 16, -6, 18, -2, 26, 27
62: COC(=O)c1cnnn1CCc1c[nH]c2ccccc12
→ -26, -24, 22, 8, 0, 1
63: COC(=O)C(=O)c1c(C(=O)OC)nc2nnc(N)n2c1-c1ccc(Cl)c(Cl)c1
→ -8, -30, -5, 2, 16, -3
64: Nc1ncc[nH]c1=O
→ -20, -4, 1, -16, 3, -4
65: [O-]c1csc2n(-c3ccccc3)c3ccccc3[n+]12
→ 7, 28, 2, 5, -5, -16
66: O=C1CC(C(=O)O)Cc2c(Br)ccc(O)c21 (stereo not given)
→ -44, -4, -22, 21, -34, 14
67: Cc1cc2c(c3c1c(=O)c1ccccc1n3C)C=CC(C)(C)O2
→ -9, 3, 10, -5, 14, 0
68: O=C(O)/C=C/c1ccc([N+](=O)[O-])o1
→ 93*, 62, 90*, 87*, 76*, 80*
69: Cc1c2sc3ccccc3[nH]c2nc2[nH]c3ccccc3sc12
→ 1, 2, -25, -25, 11, -11
70: COc1cc2cccc(N=Cc3c(Br)ccc(OC)c3OC(C)C)c2cc1OC
→ -7, 9, 34, 32, 2, 16
71: CSc1nc2ccccc2s1
→ 4, 44, -19, 24, -8, 23
72: NC(=O)N(CCO)CCO
→ -13, -7, -16, -9, -14, -25
73: CC1c2c(Cl)nc3ccccc3c2Oc2c1c(Cl)nc1ccccc21
→ 22, 18, -6, 7, 5, 5
74: CC(C)[C@@]12O[C@@H]1CC13OC1[C@@H](O)CC[C@@]32O (stereo not given in full)
→ -21, -28, -3, -17, -6, -1
75: CCOC(=O)/C=C/SCCCN
→ 6, -22, 3, 4, -5, -1
76: Cc1ccc([N+](=O)[O-])c2c(NCCNC(=O)Cn3ccnc3[N+](=O)[O-])ccnc12
→ 12, -1, 8, 16, 16, 4
77: Cc1ccc2c(c1)SC(c1cc3c(cc1Br)OCO3)S2 (stereo not given)
→ -18, 35, 5, -11, 32, -22
78: ClC1=C(Cl)C(Cl)(Cl)c2c3c(c4c(c21)C(Cl)(Cl)C(Cl)=C4Cl)C(Cl)(Cl)C(Cl)=C3Cl
→ 7, -54, 5, -1, 9, 17
79: COc1cc(C(C#N)NNC(=O)c2ccccc2O)ccc1O (stereo not given)
→ 38, 18, 45, 34, 66, 43
80: Cn1c(COC(=O)NC2CCCCC2)c(COC(=O)NC2CCCCC2)c2ccc3cc(C=O)ccc3c21
→ -27, -4, -14, 6, -10, 8
81: S=c1sc2ccccc2n1CN1CCCC1
→ -7, 12, 30, 6, 8, 0
82: O=C(O)CCc1nc[nH]c1[N+](=O)[O-]
→ 8, -45, -8, -33, 11, -11
83: CCCCCCSCCCCCC
→ -32, -18, 6, -8, -5, -3
84: Cc1cc(Br)cc(C)c1NC(=O)C(=O)CC(=O)c1sc(-n2nc(-c3ccccc3)cc2-c2ccccc2)nc1C
→ 16, 28, -32, 6, 34, 2
85: Nc1cc(=O)[nH]c2ncnn12
→ 20, 6, 2, 18, 4, -12
86: OC1c2ccccc2-c2c(Cl)cc(Cl)cc21 (stereo not given)
→ 2, -46, 11, 0, 4, 6

One compound at a time, from the list above:
Cc1cc(Br)cc(C)c1NC(=O)C(=O)CC(=O)c1sc(-n2nc(-c3ccccc3)cc2-c2ccccc2)nc1C as listed: yeast mlh1 rad18 = 16; cln2 rad14 = 28; yeast sgs1 mgt1 = -32; yeast rad50 = 6; yeast bub3 = 34; yeast mec2-1 = 2
Nc1cc(=O)[nH]c2ncnn12 as listed: yeast mlh1 rad18 = 20; cln2 rad14 = 6; yeast sgs1 mgt1 = 2; yeast rad50 = 18; yeast bub3 = 4; yeast mec2-1 = -12
